Screening data from PubChem BioAssay.
hcGAS inh: Primary biochemical luminescence assay for human cyclic GMP-AMP synthase inhibitors; hit rate 0.081% among 290,000; recombinant h-cGAS, ATP depletion, Kinase-Glo luminescence; AID 1259398, 2018; Q8N884; inhibition, % at 12.5 µM;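 also: 0% = vehicle reaction and 100% = reaction without DNA for no activity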
Target sequence (Q8N884 whole entry, looked up): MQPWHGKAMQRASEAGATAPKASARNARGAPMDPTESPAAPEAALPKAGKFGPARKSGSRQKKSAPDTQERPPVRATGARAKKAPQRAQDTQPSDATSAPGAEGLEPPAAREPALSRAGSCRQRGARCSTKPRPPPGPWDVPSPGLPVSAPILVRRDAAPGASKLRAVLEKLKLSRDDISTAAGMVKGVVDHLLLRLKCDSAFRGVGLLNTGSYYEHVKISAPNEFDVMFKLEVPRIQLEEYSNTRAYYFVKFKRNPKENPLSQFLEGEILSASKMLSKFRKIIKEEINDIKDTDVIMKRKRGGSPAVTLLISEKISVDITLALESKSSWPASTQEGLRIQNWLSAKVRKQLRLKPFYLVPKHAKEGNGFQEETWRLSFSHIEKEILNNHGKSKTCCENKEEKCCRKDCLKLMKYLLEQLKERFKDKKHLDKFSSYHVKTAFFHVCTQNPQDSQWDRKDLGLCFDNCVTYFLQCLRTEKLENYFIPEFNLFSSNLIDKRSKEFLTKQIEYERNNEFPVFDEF
mcGAS inh: cyclic GMP-AMP synthase inhibitors, mouse, primary biochemical chemiluminescence; recombinant cGAS, Kinase-Glo ATP depletion luminescence; inhibition, % at 12.5 µM; hit rate 0.15% among 160,000;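 also: 0% = negative control wells and 100% = reference inhibitor with no enzyme activity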
NPYLR7 ag: agonists of mosquito NPYLR7 receptor, primary screen, cell-based, Aedes aegypti, calcium fluorescence, mosquito biting behavior. HEK293T NPYLR7/Galpha15, GCaMP6s calcium fluorescence. hit rate 0.15% among 270,000. activation, % at 10 µM; in the data active = activation above about 40%;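 also: 0% = vehicle and 100% = reference agonist at the receptor; some compounds past the cut are filed as inactive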
Numbers without * were called inactive; & = joins results of further samples. Rule as the data show it, unless noted: active = inhibition above about 40%; inactive = the rest.

Results for Cc1nc2c(c(=O)n1C)CN(Cc1cc3n(n1)CCNC3)C2 ?
hcGAS inh: 4.6; NPYLR7 ag: -0.1

How did Clc1ccc(-c2noc(-c3ccc4c(c3)OCO4)n2)cc1 do in these assays?
hcGAS inh: -12.0; NPYLR7 ag: 0.5

What do the screens show for `Cc1cc(S(=O)(=O)N2CCC(c3cn(Cc4ccc(C(F)(F)F)cc4)c4ccccc34)CC2)c(C)cc1Cl`?
hcGAS inh: -1.5; mcGAS inh: -7.7; NPYLR7 ag: 26.5

How did CCCc1[nH]n(-c2cccc(Cl)c2)c(=O)c1C1=C([n+]2cccc(CC)c2)C(=O)N(CC(C)C)C1=O do in these assays?
hcGAS inh: -24.0; mcGAS inh: -17.9; NPYLR7 ag: 15.0

What do the screens show for `Cc1ccc2c(-c3cc4c(n(CC5CC5)c3=O)CCN(C(=O)c3ccc5c(c3)OCO5)C4)cccc2n1`?
hcGAS inh: -8.4; mcGAS inh: -0.4; NPYLR7 ag: -2.3

What do the screens show for `COc1ccc(C(=O)N2CCN(c3cc(Cl)nc(SCC(=O)N4CCOCC4)n3)CC2C)cc1` (stereo not given)?
hcGAS inh: -7.5; mcGAS inh: -3.9; NPYLR7 ag: 13.5

How did NCCN1C(=O)CC[C@H]2CN(C(=O)c3cc4ncccn4n3)CC[C@H]21 do in these assays?
hcGAS inh: -10.5; NPYLR7 ag: 2.7

What do the screens show for `CCOC(=O)c1nn(-c2ccccc2C)c(=O)cc1NC(=O)c1ccc(Br)cc1`?
hcGAS inh: -0.2; mcGAS inh: -4.6

Results for CC(O)/C=C/c1cccc[n+]1C (stereo not given) ?
hcGAS inh: -1.3; NPYLR7 ag: -14.2

Results for Cc1ccc(-n2ncc3c(=O)[nH]c(-n4nc(C)cc4NC(=O)CC4CCCC4)nc32)cc1 ?
hcGAS inh: -4.1; mcGAS inh: -7.9

What do the screens show for `O=C(CNC(=O)c1ccco1)N=Nc1c(O)[nH]c2ccccc12`?
hcGAS inh: -2.9; mcGAS inh: -4.8; NPYLR7 ag: -13.6

Results for O=C(CCN1C(=O)c2ccccc2S1(=O)=O)Nc1ccccc1 ?
hcGAS inh: -2.9; mcGAS inh: -8.1; NPYLR7 ag: 0.4

Results for Cc1cc(NS(=O)(=O)c2ccc(N)cc2)no1 ?
hcGAS inh: -2.9&1.6&-1.7; mcGAS inh: -6.5; NPYLR7 ag: -8.7&-7.0&-0.7

How did O=[N+]([O-])c1ccc(C=NNC2=Nc3cccc4cccc2c34)cc1 do in these assays?
hcGAS inh: -15.2; mcGAS inh: -7.2; NPYLR7 ag: 3.5

What do the screens show for `O=C(NCCNc1ccc(Nc2ccncc2)nn1)c1ccc2c(c1)OCO2`?
hcGAS inh: 4.9; NPYLR7 ag: 5.9

What do the screens show for `COC(=O)c1ccc(CSc2nnc(-c3cccnc3)n2C2CCCCC2C)cc1` (stereo not given)?
hcGAS inh: -5.0; mcGAS inh: -6.1; NPYLR7 ag: -0.2

What do the screens show for `CC(C)c1ccsc1C(=O)NC1CCN(CC(=O)NC2CC2)CC1`?
hcGAS inh: 2.6; mcGAS inh: -0.5; NPYLR7 ag: 2.3

What do the screens show for `CC(O)CN1C(=O)c2ccccc2C(C(=O)O)C1c1cscn1` (stereo not given)?
hcGAS inh: -10.2; NPYLR7 ag: 1.8

Results for c1cc(CN2CCCC(N3CCN(Cc4ccc5c(c4)OCO5)CC3)C2)ccn1 (stereo not given) ?
hcGAS inh: -3.1; NPYLR7 ag: 13.8

Results for COCCNC(=O)c1cccc(CSc2nc(C)cc(N3CCN(c4ccccc4Cl)CC3)n2)c1 ?
hcGAS inh: -7.9; mcGAS inh: -6.8; NPYLR7 ag: 9.7

How did S=c1[nH]nc(C2C3CCCCC32)n1-c1cccc2ccccc12 (stereo not given) do in these assays?
hcGAS inh: -9.1; mcGAS inh: -4.0; NPYLR7 ag: 1.6

Results for COCc1noc(-c2ccc(C#N)cn2)n1 ?
hcGAS inh: -5.4; NPYLR7 ag: 2.8

What do the screens show for `O=C(NCc1ccncc1)c1oc2ccccc2c1CSc1ncn[nH]1`?
hcGAS inh: -0.1; mcGAS inh: 0.6; NPYLR7 ag: -13.3

What do the screens show for `O=C(c1ccco1)N1CCN(c2nccn3c(-c4ccccc4)cnc23)CC1`?
hcGAS inh: -3.3; mcGAS inh: -3.8; NPYLR7 ag: -1.5

What do the screens show for `CCCc1cc(C(=O)N2CCc3c(nc(-c4ccccc4)[nH]c3=O)C2)n[nH]1`?
hcGAS inh: -4.1; mcGAS inh: -9.1; NPYLR7 ag: -3.0

Results for COc1ccc(C(=O)N2CCCC2)c(OC2CCN(C(=O)c3cc(C)n(C)n3)CC2)c1 ?
hcGAS inh: -5.1; NPYLR7 ag: 5.2

Results for Cc1sc2c(c1C)CN(CCN1CCOCC1)CN2C(=O)c1ccccc1 ?
hcGAS inh: 2.3; NPYLR7 ag: 9.7

Results for CCS(=O)(=O)c1ccc2oc(-c3cccc(OS(=O)(=O)c4ccc(F)cc4)c3)nc2c1 ?
hcGAS inh: -3.2; mcGAS inh: -4.6; NPYLR7 ag: -0.5

How did COC(=O)c1ccc2c(c1)CC(CNC(=O)CCCCCl)O2 (stereo not given) do in these assays?
hcGAS inh: -5.1; NPYLR7 ag: 30.1

What do the screens show for `O=C(C(Cl)Cl)N1CCSC1c1ccccc1OCc1ccccc1` (stereo not given)?
hcGAS inh: 3.7; mcGAS inh: 2.1; NPYLR7 ag: -18.9

How did CCn1c(C)cc(O)c(C(c2cccc(OC)c2)c2c(O)cc(C)n(CC)c2=O)c1=O do in these assays?
hcGAS inh: -13.2; mcGAS inh: -11.2; NPYLR7 ag: 16.5

What do the screens show for `CCCS(=O)(=O)N1CCN(c2ncnc3c2nnn3-c2ccc(C)cc2)CC1`?
hcGAS inh: -4.1; mcGAS inh: -5.4; NPYLR7 ag: -10.6

Results for CCn1c(SCC(=O)N/N=C\c2ccc(C(C)(C)C)cc2)nc2ccccc21 ?
hcGAS inh: -6.1; mcGAS inh: -8.6; NPYLR7 ag: 2.2

What do the screens show for `COc1ccc(Cn2cc(C(=O)N(C)Cc3csc(C)n3)nn2)cc1`?
hcGAS inh: 5.4; NPYLR7 ag: 1.5

What do the screens show for `COc1ccc2nc(NC(=O)COC3CCCC3)sc2c1`?
hcGAS inh: -15.1; NPYLR7 ag: 3.8

Results for CC1(C)CC2/C(CO)=C/C=C/[C@@](C)(O)CC[C@]21O (stereo not given in full) ?
hcGAS inh: 2.8; NPYLR7 ag: -1.0

How did COCCN(Cc1ccc(OC)c(OCc2nc(CO)cs2)c1)C(=O)C1CCCC1 do in these assays?
hcGAS inh: -2.6; mcGAS inh: -4.0; NPYLR7 ag: 14.4

Results for Cc1nnc(SC2CCc3ccccc3N(CC(=O)OC(C)(C)C)C2=O)o1 (stereo not given) ?
hcGAS inh: -3.4; NPYLR7 ag: -9.0

How did C=CCNC(=O)c1c(O)nc2ccccn2c1=O do in these assays?
hcGAS inh: -2.7; mcGAS inh: -7.2; NPYLR7 ag: -0.4

Results for CCc1nc(-c2nccn2CCCOc2cccnc2)c(C)[nH]1 ?
hcGAS inh: -3.8; NPYLR7 ag: 4.9

Results for CC=CC=CC(=O)NNC(=O)CC12CC3CC(CC(C3)C1)C2 ?
hcGAS inh: -7.0; mcGAS inh: -8.0; NPYLR7 ag: 1.7

What do the screens show for `CN(C)CC1(O)CCN(C(=O)c2cc(=O)n(-c3ccccc3)[nH]2)C1` (stereo not given)?
hcGAS inh: -10.5; NPYLR7 ag: 2.3

What do the screens show for `Cc1nc2nc(N3C(=O)CCC3=O)nn2c(C)c1Cl`?
hcGAS inh: -9.3; NPYLR7 ag: -3.8

Results for C=CCSc1nnc(Nc2ccc(Oc3ccccc3)cc2)s1 ?
hcGAS inh: -3.4; NPYLR7 ag: 5.6

How did Cc1ccsc1CN(Cc1ccc(F)cc1)C(=O)CN(C(=O)c1ccc(C(F)(F)F)cc1)C1CCCCC1 do in these assays?
hcGAS inh: 4.4; mcGAS inh: 1.8; NPYLR7 ag: -2.9

Quoted at random: five compounds from above
What do the screens show for `CN(C)CC1(O)CCN(C(=O)c2cc(=O)n(-c3ccccc3)[nH]2)C1` (stereo not given)?
hcGAS inh: -10.5; NPYLR7 ag: 2.3

What do the screens show for `Cc1nc2nc(N3C(=O)CCC3=O)nn2c(C)c1Cl`?
hcGAS inh: -9.3; NPYLR7 ag: -3.8

Results for CC=CC=CC(=O)NNC(=O)CC12CC3CC(CC(C3)C1)C2 ?
hcGAS inh: -7.0; mcGAS inh: -8.0; NPYLR7 ag: 1.7

What do the screens show for `COc1ccc(Cn2cc(C(=O)N(C)Cc3csc(C)n3)nn2)cc1`?
hcGAS inh: 5.4; NPYLR7 ag: 1.5

What do the screens show for `CCCS(=O)(=O)N1CCN(c2ncnc3c2nnn3-c2ccc(C)cc2)CC1`?
hcGAS inh: -4.1; mcGAS inh: -5.4; NPYLR7 ag: -10.6

More compounds follow:
What do the screens show for `O=C(Nc1ccc2c(c1)OCO2)C(C1CCCC1)N1CCN(C(=O)c2ccco2)CC1` (stereo not given)?
hcGAS inh: -8.5; mcGAS inh: -3.7; NPYLR7 ag: 15.6

How did CC(C)c1ccc(NC(=O)N(Cc2ccccc2)Cc2ccc(OS(C)(=O)=O)cc2)cc1 do in these assays?
hcGAS inh: -3.2; mcGAS inh: -4.7

How did Cc1nc(Nc2ccc(NC(=O)Nc3ccc(F)cc3F)cc2)cc(-n2ccnc2)n1 do in these assays?
hcGAS inh: 8.0; NPYLR7 ag: 9.0

How did CCCOc1ccc(-c2csc(NC(=O)CCCCl)n2)cc1 do in these assays?
hcGAS inh: -8.3; mcGAS inh: -8.2; NPYLR7 ag: -3.7

How did CCOC(=O)C1=C(C)Nc2ncnn2C1c1cccc([N+](=O)[O-])c1 (stereo not given) do in these assays?
hcGAS inh: -1.3; mcGAS inh: -3.5; NPYLR7 ag: -1.5

What do the screens show for `CCN(C(=O)c1ccc(Cl)cc1)C(C)c1nc2ccccc2c(=O)n1Cc1ccccc1` (stereo not given)?
hcGAS inh: -9.5; mcGAS inh: -6.4; NPYLR7 ag: -2.4

What do the screens show for `COc1ccc(CCNC(=O)c2ccc(-c3cccc(Cl)c3)s2)cc1OC`?
hcGAS inh: -7.8; mcGAS inh: -6.8; NPYLR7 ag: -1.4

What do the screens show for `CCOC(=O)c1[nH]nc2c1C(=O)N(CC)C2=O`?
hcGAS inh: 9.8; NPYLR7 ag: -0.2

Results for CC1c2cccn2CCN1C(=O)Cn1nnnc1N (stereo not given) ?
hcGAS inh: 3.5; mcGAS inh: -12.2; NPYLR7 ag: 0.7

Results for Cc1cc(NC(=O)C2(c3cccs3)CCOCC2)n[nH]1 ?
hcGAS inh: -2.3; mcGAS inh: -6.2; NPYLR7 ag: -13.8

What do the screens show for `Cc1cc(-c2nn(C)c(Cl)c2CN2CC[C@H](CO)[C@@H](O)C2)no1`?
hcGAS inh: -6.3; mcGAS inh: -12.6; NPYLR7 ag: 8.6

How did Cc1cc[n+](CCCS(=O)(=O)O)c2ccccc12 do in these assays?
hcGAS inh: -6.6; NPYLR7 ag: -0.2

How did CCCc1[nH]n(-c2ccccc2)c(=O)c1C1=C([n+]2ccccc2)C(=O)N(C2CCCCC2)C1=O do in these assays?
hcGAS inh: -3.9; mcGAS inh: -6.7; NPYLR7 ag: -0.4

How did CCCC1CCc2ccccc2N1C(=O)CCCS(C)(=O)=O (stereo not given) do in these assays?
hcGAS inh: -5.0; mcGAS inh: -11.8; NPYLR7 ag: 4.5

How did COc1cc(OC)nc(C(NC(=O)C2CCN(Cc3ccc(Cl)cc3)CC2)c2ccccc2C)n1 (stereo not given) do in these assays?
hcGAS inh: -5.2; mcGAS inh: -4.7; NPYLR7 ag: 6.3

Results for CC(=O)NCCc1nc(CCc2ccccc2)nn1-c1ccccn1 ?
hcGAS inh: 0.4; NPYLR7 ag: 6.2

Results for O=C(/C=C\n1cnc(-c2cc(C(F)(F)F)cc(C(F)(F)F)c2)n1)N1CC(F)(F)C1 ?
hcGAS inh: -9.0; mcGAS inh: -5.7; NPYLR7 ag: -0.4

How did CCC(O)CNCc1cn(-c2ccc(F)cc2)nc1-c1ccccc1Cl (stereo not given) do in these assays?
hcGAS inh: 0.2; mcGAS inh: -2.2; NPYLR7 ag: -1.3

Results for COCCN(Cc1ccc(C)cc1)C(=O)c1cccc(C)n1 ?
hcGAS inh: -3.3; mcGAS inh: -13.8

What do the screens show for `CCCCc1noc(CNc2cc(C(=O)NCC(F)(F)F)ccc2C)n1`?
hcGAS inh: -3.6; NPYLR7 ag: 5.0

Results for CC(=O)Nc1ccc(CN2CCCC(c3nc4ccccc4o3)C2)cc1 (stereo not given) ?
hcGAS inh: -0.4; NPYLR7 ag: -3.2

Results for CCCN(Cc1cscn1)[C@@H]1CCCC[C@H]1O ?
hcGAS inh: -18.4; mcGAS inh: -8.3

What do the screens show for `O=C(Nc1ccc(-c2nc3ccccc3o2)c(O)c1)c1ccc(Cl)c(Cl)c1`?
hcGAS inh: -7.4; mcGAS inh: -7.3; NPYLR7 ag: 10.8

What do the screens show for `CCN(CC)C(=O)Oc1ccc2c(ccn2Cc2ccccc2Cl)c1NC(=O)C12CC[C@@](C)(C(=O)O1)C2(C)C`?
hcGAS inh: -7.8; mcGAS inh: -6.2; NPYLR7 ag: 4.4

How did Cc1ccsc1CN1C[C@@H](C(=O)O)C[C@H](C(=O)NCc2cccnc2)C1 do in these assays?
hcGAS inh: -5.1; NPYLR7 ag: 6.0
